Screening data from PubChem BioAssay.
Autophagy mod: autophagy modulation, high-content screen; 190,000 compounds, 0.98% hits; calls only at 10 µM (by protocol); MEF GFP-LC3 puncta imaging; test concentration mostly 10 µM;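 active means percentage of spot-positive cells more than 3 SD above its plate mean, without a fluorescence outlier flag or 80% toxicity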;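 further: spot-positive cell cutoff set from DMSO-treated cells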
TNAP activators: human TNAP enzyme activators, primary screen, biochemical, luminescent, no phosphate acceptor, uHTS (AID 1001). 200,000 compounds, 0.03% hits. purified TNAP, luminescent activation assay, no phosphate acceptor; higher activation fold means a stronger effect. activation fold at 20 µM, or EC50 in µM where a hit was titrated; in the data active means activation fold from about 3, or a potency from the dose series; inactive means the rest, 99 in 100 with activation fold below about 1.6; further: many of its hits are not listed in these tables
Insulin prom up: MIN6 insulin promoter up-regulation; MIN6 insulin promoter-GFP reporter, high-content imaging; hits give high values; z-score at 5 µM; 190,000 compounds, 0.3% hits;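 active means z-score above 3 at 5 µM with at least 500 cells counted in the well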
Lipid droplet: modulators of hepatic lipid droplet formation | AML12 mouse hepatocytes, oleate lipid droplets, BODIPY imaging | inhibition, % at 6.5 µM | 240,000 compounds, 0.4% hits | AID 1656;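 active means lipid droplet intensity inhibited by at least 50%, with more than 500 cells counted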
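Assay system: AML12 mouse liver cells | Compound: 6.5 µM single-point dosing | Schedule: Overnight exposure | Technique: Fluorescence imaging, 20x objective, two fields per well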
MT stabilizer: microtubule stabilizers in HeLa cells; HeLa tubulin immunostaining HCS, 24 h; share of cells brighter than vehicle mean+2SD; % tubulin-high responders, % at 10 µM; 200,000 compounds, 0.83% hits;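 active means plate Z-score above 3 for both tubulin-high and condensed-nucleus cell shares, with cell loss under 80%, at 10 µM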;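 further: anti alpha tubulin signal scored within the nucleus-defined area of each cell; some results filed as inactive read as strong as hits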
PMI inhibitors: MPI enzyme activity inhibition – biochemical, fluorescence intensity, coupled assay, primary screen (AID 1209). 190,000 compounds, 0.42% hits. one-dose inhibition, % at 20 µM; IC50 in µM for titrated hits. purified PMI enzyme, coupled fluorescence intensity; higher % means a stronger effect;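 further: plate controls were DMSO vehicle for no effect and wells lacking substrate for full effect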
T cell modulator: T cell immune modulators affecting CD8 T cell-vesicle binding. AID 2052. calls only at 7 µM. 330,000 compounds, 0.068% hits. 2C CD8+ T cell-vesicle binding, flow cytometry; hits give low values;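 active means response, share of CD8 T cells binding vesicles, and their 90th percentile fluorescence all below set limits, cut at about 80% in these data, passing the limit was not always enough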
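Also added: QL9-peptide-loaded Drosophila micro-vesicles bearing Ld, ICAM-1 and B7-1; Test system: purified 2C TCR transgenic mouse naive CD8+ T cells; Measured by: cytometric PE anti-B7-1 and Alexa647 anti-CD8 signals after 1% paraformaldehyde fixation; Timing: binding step 1.5 h, 37 °C, antibody labelling 20 min, ice.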
b-catenin transl: beta-catenin nuclear translocation modulation; HeLa beta-catenin nuclear translocation, immunofluorescence imaging; nuclear translocation activity, % at 5 µM; 190,000 compounds, 0.3% hits;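 active means nuclear translocation activity above 50% at 5 µM, with a well cell count of 50 or more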;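 further: per-cell ratio of nuclear to cytoplasmic median beta-catenin stain intensity; plate controls were DMSO negative control for no effect and GSK-3 inhibitor IX positive control for full effect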
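System: HeLa cells, endogenous beta-catenin; compound dosing: 5 µM primary single dose, 0.1% DMSO, 0.02–20 µM confirmation series; incubation: 24 h compound exposure at 37°C, 5% CO2; signal: beta-catenin immunofluorescence imaging with DAPI; evaluation: % activation, nuclear-to-cytoplasmic median beta-catenin signal ratio per cell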
human PMI inhibitors: MPI inhibition at elevated mannose 6-phosphate – biochemical, fluorescence intensity, high mannose 6-phosphate, primary screen (AID 1220) | recombinant PMI enzyme, coupled fluorescence intensity; higher % means a stronger effect | inhibition, % at 20 µM; hits with a dose series show IC50 in µM | 190,000 compounds, 0.66% hits
Insulin prom up cell count: further read-out of Insulin prom up, marked with its call; cell count; measured here: cytotoxicity, nuclei count;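 total cells summed across four imaged fields per well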
Lipid droplet cells 6.5 µM: second read-out of Lipid droplet, no call of its own (marks repeat the call); cell count; measured here: cell count, cytotoxicity flag;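 cells counted across two imaged fields per well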
b-catenin transl cell count 5 µM: also measured in b-catenin transl; calls as there; cell count; measured here: cell count, cytotoxicity flag
T cell modulator vesicle-bound %: further read-out of T cell modulator, marked with its call; double positive events, %; measured here: CD8+ vesicle-bound cell fraction;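 binding gate set so that unloaded-vesicle control wells show 10% double positive cells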
MT stabilizer Hoechst-high %: further read-out of MT stabilizer, marked with its call; % Hoechst-high responders; measured here: nuclear condensation Hoechst responders;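 share of cells brighter than vehicle mean plus two SD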
MT stabilizer cytotoxicity %: further read-out of MT stabilizer, marked with its call; toxicity, %; measured here: cytotoxicity by cell density;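 0% = mean cell density of plate MIN control wells and 100% = no cells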
Autophagy mod cell loss 18 h: also measured in Autophagy mod; calls as there; toxicity, %; measured here: cell loss, nuclei count;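 cell loss after 18 h compound exposure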
Starred values were filed as active, the others as inactive; i = inactive; x = no result given. Unless noted, no stated cut-off is given here; in the data, active means inhibition above about 50%; inactive means the rest.

SMILES	Autophagy mod	Autophagy mod cell loss 18 h	TNAP activators	Insulin prom up	Insulin prom up cell count	Lipid droplet	Lipid droplet cells 6.5 µM	MT stabilizer	MT stabilizer Hoechst-high %	MT stabilizer cytotoxicity %	PMI inhibitors	T cell modulator	T cell modulator vesicle-bound %	b-catenin transl	b-catenin transl cell count 5 µM	human PMI inhibitors
COc1ccc(CCNC(=O)CCCN2C(=O)c3ccccc3C2=O)cc1	i	3	1.1	1.7	1568	2	770	3.7	2.4	5.4	10%	i	39	4.5	900	12%
CCN(CC)CCN(Cc1cc2cc(C)c(C)cc2[nH]c1=O)C(=S)NCc1ccco1	i	1	1	-0.71	1684	5	678	4.1	2.3	5.9	4%	i	49	0.7	1537	13%
CCn1cc(/C=N/NC(=O)c2ccc3c(c2)OCO3)c(C)n1	i	-6	1.1	0.14	895	5	789	2.0	1.8	0.8	-4%	i	33	-3.1	1178	-7%
Cc1cc(C)cc(-n2c3nc4ccccc4nc3c3c(=O)n(Cc4ccco4)cnc32)c1	i	-3	1	-1.2	1231	-6	717	2.0	1.1	8.3	0%	i	55	0.4	1051	-6%
CCC(C(=O)NC1CCCCC1)n1c(SCc2ccccc2F)nc2ccncc21 (stereo not given)	i	2	1.1	0.4	1311	1	755	2.8	1.4	13	7%	i	40	-1.8	580	6%
COC(=O)C1=C(C(=O)OC)C2C(C)=CC(C)=CN2C(C(=O)OC)=C1C(=O)OC (stereo not given)	i	9	1.1	0.37	1463	-2	617	3.9	1.6	4.0	-42%	i	15	x	x	-16%
CS(=O)(=O)n1nc(OC(=O)c2cc(Br)ccc2Cl)cc1N	i	36	1.1	-0.57	1611	18	688	3.1	2.4	3.2	-3%	i	56	-3.4	1071	2%
Cn1c(=O)n(C)c2cc(/C=N/N=C3/NC(=O)C(CC(=O)O)S3)ccc21 (stereo not given)	i	-5	0.9	0.04	1417	12	722	6.2	1.3	2.0	10%	i	34	-0.5	1413	14%
CCCc1nc2ccccc2c(=O)n1-c1c(C)n(C)n(-c2ccccc2)c1=O	i	3	1.1	-1	1285	-37	743	4.1	3.0	5.6	1%	i	42	-0.1	1197	0%
CC(C)c1ccc(/C=C/C(=O)NC(=S)Nc2ccc(CN3CCOCC3)cc2)cc1	i	9	1.1	-1	788	15	314	2.6	3.5	14	17%	i	44	-0.4	925	-1%
COc1ccccc1-n1c(SCC(=O)O)nc2sc3c(c2c1=O)CCC3	x	x	x	-0.07	1503	6	731	x	x	x	x	i	32	1.8	1322	x
COc1cccc(C2C(C(=O)NCc3ccccc3)=C(C)Nc3ncnn32)c1 (stereo not given)	i	6	1.1	-0.83	1306	x	x	2.5	1.6	3.5	-2%	i	25	-0.1	813	2%
Cc1oc(-c2ccccc2F)nc1CS(=O)(=O)CC(=O)NCCCc1ccccc1	i	-2	1	0.53	1929	25	656	3.7	2.4	4.4	20%	i	16	-1.0	1153	23%
COc1ccc(S(=O)(=O)NC2CC(C)(C)NC(C)(C)C2)c(C)c1C	i	-3	1.1	0.37	1308	-8	641	2.7	2.2	7.0	19%	x	x	x	x	14%
CCSc1nnc(NC(=O)c2cccc(OCc3c(C)noc3C)c2)s1	i	1	1	0.56	948	-19	841	3.0	2.8	5.3	-5%	i	14	5.1	1054	-12%
Cc1cc(S(=O)(=O)Nc2cccnc2)c(C)s1	i	-11	1	1.2	1470	x	x	6.5	1.0	0.8	5%	i	36	-4.0	942	7%
COC(=O)N/N=C(\C)c1ccc(OC(F)F)cc1	i	-11	1.1	0.58	1323	-4	635	0.1	2.3	0.6	4%	i	38	0.6	1047	3%
COc1cc(/C=N/NC(=O)c2ccc(C)nc2)cc([N+](=O)[O-])c1O	i	-7	0.9	x	x	-45	603	3.4	1.2	1.2	-8%	i	60	-2.3	1045	17%
Cc1c(NC(=S)NC(=O)c2ccco2)cccc1-c1nc2ncccc2o1	i	-1	1	-0.1	1260	-5	656	3.1	3.1	9.7	8%	i	60	0.0	1426	22%
CCN(Cc1ccccc1)C(=O)Cn1c(=O)n(-c2ccc(OC)cc2OC)c(=O)c2c(C)c(C)sc21	i	3	1	-0.64	1217	-13	733	3.2	4.2	7.8	4%	i	38	x	x	7%
Cc1ccsc1C(=O)NNC(=O)Nc1ccc(Cl)c(Cl)c1	i	-25	1.2	0.64	1509	x	x	2.8	1.4	5.4	-3%	i	40	-4.2	969	-5%
COc1ccc(OC)c(C2=Nn3c(nnc3-c3cc(C)[nH]n3)SC2)c1	x	x	x	-2.2	993	2	749	x	x	x	x	i	25	1.0	1275	x
O=C(COc1ccc(S(=O)(=O)N2CCCCC2)cc1)NCc1ccccn1	i	17	1	-0.11	1499	-3	738	3.7	1.8	1.7	5%	i	48	2.3	1026	1%
COC(=O)C1=CN(C)C=C(C(=O)OC)C1c1ccccc1Cl	i	0	1.4	x	x	-6	730	3.5	2.1	3.7	-4%	i	30	-2.7	1226	3%
Cc1ccc(C(=O)NNC(=O)CCn2nnc3ccccc32)cc1	i	-8	1.2	0.18	1405	1	746	4.4	2.0	2.2	4%	i	56	0.0	1022	0%
SMILES	Autophagy mod	Autophagy mod cell loss 18 h	TNAP activators	Insulin prom up	Insulin prom up cell count	Lipid droplet	Lipid droplet cells 6.5 µM	MT stabilizer	MT stabilizer Hoechst-high %	MT stabilizer cytotoxicity %	PMI inhibitors	T cell modulator	T cell modulator vesicle-bound %	b-catenin transl	b-catenin transl cell count 5 µM	human PMI inhibitors
Cc1ccc(C)c(C(=O)CN2C(=O)NC3(CCC(C)CC3)C2=O)c1 (stereo not given)	i	-4	1	0.36	1473	-8	654	7.9	2.2	11	4%	i	30	-0.6	1058	7%
CC(=O)N1CCN(c2cccc(C)c2C)CC1	i	-20	1.1	1	1214	x	x	5.5	3.0	1.5	-2%	i	24	-6.2	996	-6%
CSc1cc(-c2ccccc2)n(Cc2ccccc2Cl)c(=O)c1C#N	i	45	1.2	-1.1	731	7	785	43*	20*	56*	-2%	i	44	x	x	-6%
CN1CCN(S(=O)(=O)c2ccc(NC(=O)COc3ccccc3Cl)cc2)CC1	i	13	1.1	0.09	1442	-31	779	0.6	0.8	2.4	1%	i	42	2.4	971	38%
CCOC(=O)c1c(C)noc1-c1ccc(Br)o1	x	x	x	-0.43	1608	3	728	x	x	x	x	i	31	-2.2	1133	x
COc1ccccc1N1CCN(/N=C/c2ccc(OC)c(OC)c2OC)CC1	i	24	1.1	-0.43	1480	3	722	1.0	1.5	0.2	1%	i	40	-4.3	1078	0%
COc1ccc(N=C2SCC(=O)N2CCc2ccc(OC)c(OC)c2)cc1	x	x	x	-0.23	1049	10	680	x	x	x	x	i	35	-0.6	1366	x
CC(C)Nc1nc(NC(C)C)nc(NS(=O)(=O)c2ccc(N)cc2)n1	i	-2	1	0.88	1220	-35	722	4.2	3.5	4.2	7%	i	45	-1.7	978	5%
O=C(C1CCCO1)N1CCN(C(=S)Nc2ccccc2F)CC1 (stereo not given)	i	9	1.1	0.21	1371	26	693	2.1	1.3	4.6	-6%	i	47	-2.0	1037	-2%
CCCN(C(=O)COc1ccc(Cl)cc1Cl)c1c(N)n(Cc2ccccc2)c(=O)[nH]c1=O	i	-17	1.2	-0.83	1626	-25	661	1.9	1.6	3.6	6%	i	57	2.4	927	8%
Cc1oc(-c2ccccc2F)nc1CS(=O)CC(=O)NCc1cccs1 (stereo not given)	i	-1	1	-0.67	944	x	x	6.1	3.7	4.5	-10%	i	8	x	x	-10%
NC(=O)CS(=O)(=O)c1nc2ccccc2n1Cc1ccccn1	i	15	1.2	-0.13	1341	29	733	2.5	1.7	5.8	-6%	i	31	-0.2	1119	-4%
CCOC(=O)Nc1ccc2c(COC(=O)CNS(=O)(=O)c3cccc(Br)c3)cc(=O)oc2c1	i	-15	1	x	x	38	693	3.4	2.8	12	22%	i	28	0.9	930	0%
CN(C)c1ccnc(SCc2ccccc2Cl)c1C#N	i	-1	1.1	-0.38	1111	x	x	5.1	1.8	4.5	3%	i	24	-5.3	1016	9%
O=C(NC(=S)NCc1ccc2c(c1)OCO2)c1ccccc1	i	-9	1.1	-0.52	1382	-14	652	1.9	1.3	6.8	6%	i	40	-1.2	1066	-2%
O=C1CC(c2ccccc2)CC(O)=C1C=NCc1ccccc1Cl (stereo not given)	i	-19	1.1	0.61	1413	x	x	33	11	52	6%	i	37	-0.8	1395	4%
Cc1nc2ccc3nc(NC(=O)c4ccc5c(c4)OCCO5)sc3c2s1	i	3	1.1	0.21	1185	x	x	11	4.2	1.0	-2%	i	51	23	1318	-3%

Look-ups from above.
Reading for Cc1nc2ccc3nc(NC(=O)c4ccc5c(c4)OCCO5)sc3c2s1 under T cell modulator vesicle-bound %: 51
Reading for CN1CCN(S(=O)(=O)c2ccc(NC(=O)COc3ccccc3Cl)cc2)CC1 under b-catenin transl cell count 5 µM: 971

One compound at a time, from the list above. Values in the order: Autophagy mod | Autophagy mod cell loss 18 h | TNAP activators | Insulin prom up | Insulin prom up cell count | Lipid droplet | Lipid droplet cells 6.5 µM | MT stabilizer | MT stabilizer Hoechst-high % | MT stabilizer cytotoxicity % | PMI inhibitors | T cell modulator | T cell modulator vesicle-bound % | b-catenin transl | b-catenin transl cell count 5 µM | human PMI inhibitors
Shown for COC(=O)C1=C(C(=O)OC)C2C(C)=CC(C)=CN2C(C(=O)OC)=C1C(=O)OC (stereo not given) → i | 9 | 1.1 | 0.37 | 1463 | -2 | 617 | 3.9 | 1.6 | 4.0 | -42% | i | 15 | x | x | -16%
Shown for COc1cc(/C=N/NC(=O)c2ccc(C)nc2)cc([N+](=O)[O-])c1O → i | -7 | 0.9 | x | x | -45 | 603 | 3.4 | 1.2 | 1.2 | -8% | i | 60 | -2.3 | 1045 | 17%
Shown for CS(=O)(=O)n1nc(OC(=O)c2cc(Br)ccc2Cl)cc1N → i | 36 | 1.1 | -0.57 | 1611 | 18 | 688 | 3.1 | 2.4 | 3.2 | -3% | i | 56 | -3.4 | 1071 | 2%
Shown for CCSc1nnc(NC(=O)c2cccc(OCc3c(C)noc3C)c2)s1 → i | 1 | 1 | 0.56 | 948 | -19 | 841 | 3.0 | 2.8 | 5.3 | -5% | i | 14 | 5.1 | 1054 | -12%
